# Bioassay records deposited in PubChem by NMMLSC.
# Bcl-XL Bim block – inhibitors of Bim-Bcl-XL binding, primary screen, biochemical, multiplexed, bead flow cytometry, human Bcl-XL | Bcl-2-like protein 1 (Homo sapiens), Q07817 | Bim peptide-Bcl-XL binding, fluorescence | inhibition, % at 10 µM | actives 0.04% (n = 190,000) | AID 1007, 2008
# Target sequence (Q07817 whole entry, looked up): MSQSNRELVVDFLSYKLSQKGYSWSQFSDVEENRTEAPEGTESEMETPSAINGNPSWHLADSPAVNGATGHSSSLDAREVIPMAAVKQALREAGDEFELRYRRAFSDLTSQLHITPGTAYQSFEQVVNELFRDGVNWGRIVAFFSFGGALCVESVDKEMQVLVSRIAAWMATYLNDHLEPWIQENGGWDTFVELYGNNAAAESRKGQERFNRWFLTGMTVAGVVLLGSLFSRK
# ABCG2 inh – ABCG2 efflux pump inhibitors, primary screen, multiplex with ABCB1, IgMXP3 cells, flow cytometry; Broad substrate specificity ATP-binding cassette transporter ABCG2 (Homo sapiens), Q9UNQ0; JC-1 efflux; AID 1325, 2008; inhibition, % at 6.6 µM; actives 0.1% (n = 190,000);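 active = inhibition above 80%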;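 note: 0% = DMSO and 100% = nicardipine control wells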
#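 System: two drug-resistant human cell lines, ABCG2 and ABCB1; controls: nicardipine high and DMSO low controls; times: 10 min exposure at 25 °C with rotation, no wash; detection: flow cytometry of retained JC-1 fluorescence; read-out basis: percent efflux inhibition, scaled nicardipine 100% to DMSO 0%; doses: one concentration, 6.6 µM final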
# Mcl-1 Bim block – inhibitors of Bim peptide binding to Mcl-1, primary screen, biochemical, bead-based flow cytometry, multiplex; Induced myeloid leukemia cell differentiation protein Mcl-1 (Homo sapiens), Q07820; actives 0.1% (n = 190,000); Bim peptide-Mcl-1 binding; inhibition, % at 10 µM; AID 1009, 2008;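 note: 0% = no compound tracer wells and 100% = peptide blocker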
# Bfl-1 Bim block – inhibitors of Bim binding to Bfl-1, primary screen, biochemical, multiplexed, bead-based flow cytometry. Bcl-2-related protein A1 (Homo sapiens), Q16548. Bim-Bfl-1 binding inhibition. inhibition, % at 10 µM. actives 0.12% (n = 190,000). AID 1008, 2008;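 note: 0% = wells without compound plus tracer and 100% = blocker peptide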
# Bcl-W Bim block – inhibitors of Bim binding to Bcl-W, primary screen, biochemical, multiplexed, bead-based flow cytometry; Bcl-2-like protein 2 (Homo sapiens), Q92843; Bim peptide-Bcl-W binding; inhibition, % at 10 µM; actives 0.02% (n = 190,000); AID 952, 2007;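 note: 0% = bound tracer without compound and 100% = peptide blocker; higher means less fluorescent Bim peptide bound to Bcl-W beads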
# Bim-Bcl-B – inhibitors of Bim-Bcl-B binding, primary screen, biochemical, multiplexed, human Bcl-2 family. Bcl-2-like protein 10 (Homo sapiens), Q9HD36. bead-based flow cytometry, Bim peptide-Bcl-B binding. inhibition, % at 10 µM. actives 0.073% (n = 190,000);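 note: 0% = tracer peptide without compound and 100% = reference inhibitor peptide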
# Target sequence (Q9HD36 whole entry, looked up): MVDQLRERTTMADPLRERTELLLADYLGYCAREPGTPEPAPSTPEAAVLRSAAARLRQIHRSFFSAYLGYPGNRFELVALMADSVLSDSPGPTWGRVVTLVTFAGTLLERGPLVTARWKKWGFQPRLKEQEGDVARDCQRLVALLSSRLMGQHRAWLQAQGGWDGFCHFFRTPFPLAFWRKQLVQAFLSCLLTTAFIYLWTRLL
# ABCB1 block – ABCB1 efflux pump inhibitors, primary screen, cell-based, multiplex, flow cytometry, ABCG2 counter-screen. CCRF-Adr cells, JC-1 efflux. inhibition, % at 6.6 µM. ATP-dependent translocase ABCB1 (Homo sapiens), P08183. AID 1326, 2008. actives 0.067% (n = 190,000); in the data active = inhibition above about 40%;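 note: 0% = vehicle and 100% = reference inhibitor; higher value means more JC-1 retained so stronger ABCB1 efflux block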
# Bim-Bcl-2 – inhibitors of Bim-Bcl-2 binding, primary screen, biochemical, multiplexed, human Bcl-2 family | Apoptosis regulator Bcl-2 (Homo sapiens), P10415 | Bead-based flow cytometry, Bim peptide-Bcl-2 binding | inhibition, % at 10 µM | actives 0.06% (n = 190,000) | AID 950, 2007; in the data active = inhibition above about 40%; inconclusive = no clear call, values can overlap the other calls;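 note: 0% = no compound wells with probe peptide and 100% = reference peptide inhibitor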
# Target sequence (P10415 whole entry, looked up): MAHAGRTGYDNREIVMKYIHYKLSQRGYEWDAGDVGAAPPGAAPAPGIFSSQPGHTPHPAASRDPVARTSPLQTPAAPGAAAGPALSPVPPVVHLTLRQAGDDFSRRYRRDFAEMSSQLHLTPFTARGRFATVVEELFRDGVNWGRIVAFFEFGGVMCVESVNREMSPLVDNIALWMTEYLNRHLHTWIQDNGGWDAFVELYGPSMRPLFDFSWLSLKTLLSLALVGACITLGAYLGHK
# RGS8-Gao reg – RGS8-Galphao binding modulators, primary screen, biochemical, multiplexed bead flow cytometry. response (percent of control binding), % at 10 µM. actives lie on both sides. actives 0.34% (n = 220,000). AID 1423, 2008. Guanine nucleotide-binding protein G(o) subunit alpha (Homo sapiens), P09471; in the data active = response below about 60% or above about 140%; inactive = in between;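 note: Galphao activated as the GDP aluminium fluoride complex binding bead-coupled RGS8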
# Target sequence (P09471 whole entry, looked up): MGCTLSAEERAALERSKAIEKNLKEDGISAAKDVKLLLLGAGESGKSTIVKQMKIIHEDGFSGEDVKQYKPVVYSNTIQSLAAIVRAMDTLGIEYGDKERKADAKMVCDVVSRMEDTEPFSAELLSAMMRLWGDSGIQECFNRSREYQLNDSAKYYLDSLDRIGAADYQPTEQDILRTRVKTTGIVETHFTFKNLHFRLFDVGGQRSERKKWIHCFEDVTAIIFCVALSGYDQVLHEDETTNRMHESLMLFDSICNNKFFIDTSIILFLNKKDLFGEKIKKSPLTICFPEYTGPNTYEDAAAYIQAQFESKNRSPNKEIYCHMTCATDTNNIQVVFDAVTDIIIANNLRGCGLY
# RGS4-Gao reg – modulators of RGS4 binding to Galphao, primary screen, biochemical, multiplexed bead flow cytometry; actives 0.33% (n = 220,000); binding response (% of control), % at 10 µM; Guanine nucleotide-binding protein G(o) subunit alpha (Homo sapiens), P09471; actives lie on both sides; in the data active = binding response below about 49% or above about 150%; inactive = in between;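 note: fluorescent Galphao activated with aluminum fluoride binding bead-coupled RGS4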
# RGS7-Gao – RGS7-Galphao binding modulators, primary screen, biochemical, multiplexed bead flow cytometry | actives lie on both sides | binding response (% of control), % at 10 µM | actives 0.35% (n = 220,000) | Guanine nucleotide-binding protein G(o) subunit alpha (Homo sapiens), P09471; in the data active = binding response below about 49% or above about 150%; inconclusive = no clear call, values can overlap the other calls; inactive = in between;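 note: fluorescent Galphao held in activated GDP-AlF4 state binding bead-coupled RGS7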
# * hit, by the source's call; ? = inconclusive; . = not tested or not shown. Cut-off read from the data, not from the text of the source, unless noted: active = inhibition above about 40%.
Molecule	Bcl-XL Bim block	ABCG2 inh	Mcl-1 Bim block	Bfl-1 Bim block	Bcl-W Bim block	Bim-Bcl-B	ABCB1 block	Bim-Bcl-2	RGS8-Gao reg	RGS4-Gao reg	RGS7-Gao
O=C(O)c1ccc2c3c(cccc13)C(=O)N(c1ccccc1)C2=O	1	-1	3	3	0	3	-0.4	4	105	101	101
CCC(=O)Nc1ccc(NC(=O)c2ccco2)cc1	-10	37	-5	-20	-6	-10	0.9	-8	101	97	97
c1ccc(CSc2nnc3ccc(-c4ccncc4)nn23)cc1	0	7	0	-6	3	-1	0.2	-6	104	108	104
Cc1ccc(C)c(-n2nnnc2SCC(=O)c2c(N)n(C)c(=O)n(C)c2=O)c1	.	0	.	.	.	.	-0.8	?	100	99	?
COc1c2ccoc2c(OC[C@@H](O)C(C)(C)OC)c2oc(=O)ccc12	-1	17	0	0	0	-3	1.4	3	85	89	94
CCCn1c(=O)c2[nH]c(C3CCCC3)nc2n(CCC)c1=O	-3	8	-1	-2	-1	-1	2.2	0	87	94	96
Cn1c(C(=O)N2CCCC(C(=O)NCCCSC3CCCCC3)C2)cc2sccc21 (stereo unspecified)	-8	26	-2	-16	-4	-8	3.6	-7	102	102	101
O=C(O)CSc1nnc(-c2ccc3c(c2)OCO3)o1	0	3	0	-1	0	-4	0.6	0	100	101	101
COC(=O)C1CCN(S(C)(=O)=O)CC1	3	2	2	4	3	5	-0.3	8	136	119	117
COc1ccc(S(=O)(=O)N2N=C(c3ccc(NS(C)(=O)=O)cc3)CC2c2ccco2)cc1 (stereo unspecified)	1	6	1	-2	0	-1	0.0	-2	99	106	108
COc1nc(NCCO)nc(Nc2ccc([N+](=O)[O-])cc2)n1	-5	54	-4	-14	-1	-4	1.4	-10	95	85	87
Cc1cnn(C(=O)c2cc(-c3ccccn3)nc3ccc(Cl)cc23)c1	1	1	0	-1	1	0	0.3	-1	100	100	?
Cc1ccc(/C=N/NC(=O)C(NC(=O)c2ccccc2)c2n[nH]c(=O)c3ccccc23)cc1 (stereo unspecified)	-2	1	-2	-1	-3	0	0.1	-4	105	99	96
CCOc1c(O)ccc(C2NC(=O)NC(C)=C2C(=O)OC)c1[N+](=O)[O-] (stereo unspecified)	0	0	0	-2	0	-2	-0.2	-4	100	100	104
O=C(Nc1nnc(C2CCCCC2)s1)c1ccco1	-3	5	-5	0	-1	-1	0.7	-2	99	98	104
CCCCN1C(=O)c2ccc(C(=O)Nc3ccc(S(=O)(=O)N(C)C)cc3)cc2C1=O	0	-1	1	0	0	0	0.0	0	98	94	92
CCOC(=O)c1cc2occc2n1Cc1ccc(F)cc1	0	0	0	0	1	-2	0.1	3	99	98	95
Cc1ccc(S(=O)(=O)N(CC(=O)NN=C2CCN(C)CC2)c2ccc(C(C)C)cc2)cc1	-1	-1	-1	-3	-3	1	0.0	-6	91	93	93
Cc1cccc(NC(=O)CSCc2nc3c(nnn3Cc3ccc(F)cc3)c(=O)[nH]2)c1C	-2	0	-1	-4	-1	-4	0.2	-5	100	97	98
Cc1ccc(S(=O)(=O)n2nc(OC(=O)C(C)(C)C)cc2N)cc1	0	3	-1	-3	0	-1	0.8	-3	99	100	105

# A run of entries taken from the entries so far:
Molecule	Bcl-XL Bim block	ABCG2 inh	Mcl-1 Bim block	Bfl-1 Bim block	Bcl-W Bim block	Bim-Bcl-B	ABCB1 block	Bim-Bcl-2	RGS8-Gao reg	RGS4-Gao reg	RGS7-Gao
COC(=O)C1CCN(S(C)(=O)=O)CC1	3	2	2	4	3	5	-0.3	8	136	119	117
COc1ccc(S(=O)(=O)N2N=C(c3ccc(NS(C)(=O)=O)cc3)CC2c2ccco2)cc1 (stereo unspecified)	1	6	1	-2	0	-1	0.0	-2	99	106	108
COc1nc(NCCO)nc(Nc2ccc([N+](=O)[O-])cc2)n1	-5	54	-4	-14	-1	-4	1.4	-10	95	85	87
Cc1cnn(C(=O)c2cc(-c3ccccn3)nc3ccc(Cl)cc23)c1	1	1	0	-1	1	0	0.3	-1	100	100	?
Cc1ccc(/C=N/NC(=O)C(NC(=O)c2ccccc2)c2n[nH]c(=O)c3ccccc23)cc1 (stereo unspecified)	-2	1	-2	-1	-3	0	0.1	-4	105	99	96
CCOc1c(O)ccc(C2NC(=O)NC(C)=C2C(=O)OC)c1[N+](=O)[O-] (stereo unspecified)	0	0	0	-2	0	-2	-0.2	-4	100	100	104
O=C(Nc1nnc(C2CCCCC2)s1)c1ccco1	-3	5	-5	0	-1	-1	0.7	-2	99	98	104
CCCCN1C(=O)c2ccc(C(=O)Nc3ccc(S(=O)(=O)N(C)C)cc3)cc2C1=O	0	-1	1	0	0	0	0.0	0	98	94	92
CCOC(=O)c1cc2occc2n1Cc1ccc(F)cc1	0	0	0	0	1	-2	0.1	3	99	98	95
Cc1ccc(S(=O)(=O)N(CC(=O)NN=C2CCN(C)CC2)c2ccc(C(C)C)cc2)cc1	-1	-1	-1	-3	-3	1	0.0	-6	91	93	93
Cc1cccc(NC(=O)CSCc2nc3c(nnn3Cc3ccc(F)cc3)c(=O)[nH]2)c1C	-2	0	-1	-4	-1	-4	0.2	-5	100	97	98
Cc1ccc(S(=O)(=O)n2nc(OC(=O)C(C)(C)C)cc2N)cc1	0	3	-1	-3	0	-1	0.8	-3	99	100	105

# (further entries)
Molecule	Bcl-XL Bim block	ABCG2 inh	Mcl-1 Bim block	Bfl-1 Bim block	Bcl-W Bim block	Bim-Bcl-B	ABCB1 block	Bim-Bcl-2	RGS8-Gao reg	RGS4-Gao reg	RGS7-Gao
C=CCc1cccc(CNc2c(C)n(C)n(-c3ccccc3)c2=O)c1O	0	5	0	0	2	1	0.5	0	104	102	103
COc1ccc(NC(=O)NCCCN2CCCC2=O)cc1	-3	0	0	-5	-2	-1	0.2	-6	101	102	101
COC(=O)c1ccc2c(=O)n(-c3ccccc3)c(=S)[nH]c2c1	-3	7	-2	-1	-2	-3	0.1	-3	102	107	?
NC(=O)c1ccccc1NC(=O)Nc1cccc(Cl)c1	-9	15	-6	-21	0	-13	0.2	-14	98	95	96
COc1cc2ncnc(NCc3ccc(C)cc3)c2cc1OC	2	-4	0	-10	-4	-4	-3.0	-5	101	110	104
O=C(O)c1nn(-c2ccc(Cl)cc2)ccc1=O	-5	6	-2	-15	0	-10	0.8	-9	102	100	99
CSc1ccc2nnc(-c3cccc(F)c3)n2n1	3	5	1	0	2	4	0.9	-1	97	100	102
CN1C(=O)NC(NC(=O)c2cccs2)(C(F)(F)F)C1=O (stereo unspecified)	-6	2	-1	-2	-2	-3	0.6	-4	100	100	100
COc1cccc(C(=O)OCCN2CCCCC2)c1	.	2	.	.	.	.	0.9	?	100	99	108
O=C(CCc1nnc(-c2ccsc2)o1)NCc1ccccc1OC(F)(F)F	2	7	0	-4	-1	-3	0.9	0	106	103	105
CC(=O)Nc1ccc(S(=O)(=O)N2CCN(c3cnn(C)c(=O)c3Cl)CC2)cc1	-2	2	0	-6	1	-2	0.6	0	100	102	97
O=C(CSc1nnc2ccccn12)NCc1ccc2c(c1)OCO2	-4	0	-2	-9	-2	-2	0.1	-4	97	94	91
COc1ccccc1NC(=O)CSc1nc2sc(C)c(C)c2c(=O)n1Cc1ccco1	-1	4	-7	1	-1	-7	2.4	-1	99	97	98
O=C(NCCc1ccccc1)C1CCN(S(=O)(=O)c2cccnc2)CC1	-6	1	0	-11	1	-5	0.5	-5	101	97	100
Clc1ccc(-c2nc3ccccn3c2CN2CCOCC2)cc1	1	3	2	0	0	1	0.5	1	99	97	98
CCC(C)c1ccc(NC(=O)C2CCCN(c3ncccn3)C2)cc1 (stereo unspecified)	-4	3	0	-13	-1	-10	0.6	-12	101	99	95
CCOc1ncccc1C(=O)OCC(=O)c1c(N)n(C)c(=O)n(C)c1=O	-5	3	0	-6	4	0	-0.2	-2	101	102	99
COc1cc(-c2nnc(CSc3nnc(Nc4ccc(C(C)C)cc4)s3)o2)cc(OC)c1OC	-11	4	-5	-17	-7	-33	1.7	-7	97	97	101
S=C(NCc1ccccc1)NCc1ccccc1	-2	1	4	-7	5	-1	0.1	-2	103	106	100
O=C(COC(=O)CCc1c[nH]c2ccccc12)NC1CCS(=O)(=O)C1 (stereo unspecified)	-6	-2	-6	-1	-5	-1	0.3	-3	102	102	105
Cc1cccc(CC(=O)Nc2c3c(nn2-c2cccc(Cl)c2)CS(=O)C3)c1 (stereo unspecified)	-4	-1	1	3	0	-1	-0.2	1	104	105	104
OCCNCCCCOc1ccccc1F	0	1	1	-11	4	-5	0.5	-5	96	96	94
Nc1cc(C(=O)c2ccccc2)ccc1[N+](=O)[O-]	1	21	0	5	2	4	1.1	5	101	102	103
Nc1c2c(nc3ccc(Br)cc13)N(Cc1ccccc1)CC2	-2	2	0	0	1	-2	-0.9	0	111	104	103
O=c1[nH]c(N2CCN(c3ccccc3)CC2)nc2c1CCCC2	-3	28	-4	-16	0	-10	-2.0	-11	100	100	100
COc1ccccc1N1CCN(C(=O)c2ccc(Cl)c(S(=O)(=O)NCc3ccco3)c2)CC1	-8	5	2	-15	-1	-8	1.4	-5	102	102	100
CC1CCCC(C)N1C(=O)CSc1nc2ccccc2c(=O)[nH]1 (stereo unspecified)	-2	1	-1	-3	0	-3	0.0	-2	105	104	?
O=C(N/N=C/c1ccc(-c2ccc(S(=O)(=O)Nc3ncccn3)cc2)o1)c1cc2ccccc2cc1O	8	-2	4	-6	3	-3	-0.8	0	100	112	102
Cc1cnn(C(=O)c2cc(-c3ccccc3)nc3ccccc23)c1	8	2	9	13	8	11	0.5	17	101	97	94
Cc1ccc(C(=O)NC(NCc2ccco2)C(Cl)(Cl)Cl)cc1 (stereo unspecified)	-2	3	0	-1	0	0	0.1	-4	92	104	100
